DRD3 agonist: agonists of human D3 dopamine receptor; P35462; D3R DiscoveRx beta-arrestin cells, luminescence, 90 min; max activation, %; 0.58% of 410,000 active; in the data active means max activation above about 30%; further: 0% is about no effect; mostly tested at two doses, the higher about 12 µM
Target sequence (P35462 whole entry, looked up): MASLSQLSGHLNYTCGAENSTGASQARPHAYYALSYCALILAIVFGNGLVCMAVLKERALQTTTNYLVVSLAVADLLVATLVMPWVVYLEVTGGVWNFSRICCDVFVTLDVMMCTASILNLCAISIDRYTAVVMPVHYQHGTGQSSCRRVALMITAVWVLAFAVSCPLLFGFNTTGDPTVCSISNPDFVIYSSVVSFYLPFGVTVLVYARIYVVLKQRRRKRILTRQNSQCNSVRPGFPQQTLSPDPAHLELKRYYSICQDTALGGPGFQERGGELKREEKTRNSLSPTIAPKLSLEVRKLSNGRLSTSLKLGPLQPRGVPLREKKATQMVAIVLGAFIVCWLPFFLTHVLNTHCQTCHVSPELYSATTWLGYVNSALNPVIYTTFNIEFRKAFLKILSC
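Agonist mode: compounds and dopamine controls were applied to plated cells for 90 min at 37 degrees C after an overnight attachment at 1500 cells/well. Luminescent read-out followed 30 - 60 minutes at room temperature with DiscoveRx detection reagent.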
GLP1R cytotox: cytotoxic in the GLP-1 receptor inverse agonist counter-screen; HEK293 cAMP-luciferase reporter cells, luminescence, 24 h; Potency, µM (titrated, usually from 38.3 µM), inactives show top-dose activity change, negative = inhibition, hits mostly inhibitors; 0.13% of 410,000 active;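 further: loss of luciferase light is scored as toxicity; potency means the concentration at half of the fitted maximal effect; on the % scale 0 is the no-effect control and ±100 the full control effect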
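1536-well qHTS counterscreen of the MLSMR; 200 cells/uL, 12 h pre-incubation, 23 nL cpd, 24 h at 37 deg C 5% CO2, luciferase detection reagent, 12 min RT, luminescence. Inhibition = undesired.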
GLP-1R agonist: activates the human GLP-1 receptor; P43220; HEK293 GLP-1R CRE-luciferase, luminescence, 4-6 h; cells express a hypersensitive GLP-1R form; Potency, µM (titrated, usually from 45.6 µM), without a hit: at the top dose activation, usual class: activators; 0.007% of 380,000 active; further: potency means the concentration at half of the fitted maximal effect; % of control where 0% means no effect
PI5P4K alpha inh: blocks human PI5P4K alpha kinase activity. P48426. PI5P4Kalpha enzyme, ADP-Glo luminescence, 60 min; stronger effect = lower value. max response, %. 1.2% of 330,000 active; active means max response of -50% or lower; inconclusive means between -30% and -50%; inactive means -30% or higher; further: value at the top dose of about 77 µM; on the % scale 0 is the no-effect control and ±100 the full control effect
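ADP-Glo luminescence end-point read after a 60 min room-temperature kinase reaction of PI5P4Kalpha plus substrate, initiated with ATP at 5 microM final. Buffer: 0.038 M HEPES pH 7.4, EGTA, 0.1% CHAPS, 5% DMSO.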
IL-2 act: activators of IL-2. IL-2 activation reporter assay, cell-based qHTS; stimulated with anti-CD3/CD4/CD28 beads; in transgenic mouse T cells. activation, % (series mostly up to about 46 µM). 0.065% of 360,000 active. AID 652025; in the data active means activation above about 50%; inconclusive means mostly about 30% to 49%; further: 0% is about no effect
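Readout: EGFP and DsRed signals by fluorescent plate cytometry. Unstimulated transgenic mouse T cells received compound 60 min before antibody-bead stimulation, then incubated 18 h at 37 degrees C.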
D3 antag: D3 dopamine receptor (human) antagonism; P35462; D3R cells, DiscoveRx beta-arrestin luminescence, antagonist mode; stronger effect = lower value; max response, negative = inhibition, %; 2.5% of 360,000 active; in the data active means max response below about -50%; inconclusive means no clear call, values can overlap the other calls; further: on the % scale 0 is the no-effect control and ±100 the full control effect; mostly tested at two doses, the higher about 12 µM
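Cells plated overnight at 1500 cells/well, then exposed to library compounds with dopamine controls for 90 minutes at 37 degrees C. DiscoveRx reagent added for 30–60 minutes at room temperature; luminescence read, quantitative HTS format.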
GLP-1R inv ag: inverse agonists of human GLP-1 receptor; Potency, µM (top dose mostly 38.3 µM), for the others: top-dose activity change, negative = inhibition, usual class: inhibitors; HEK293 GLP-1R CRE-luciferase, luminescence, 24 h; GLP-1R form is constitutively active; AID 624417; 1.6% of 410,000 active; further: potency means the concentration at half of the fitted maximal effect; on the % scale 0 is the no-effect control and ±100 the full control effect; nearly all actives have a fitted effect of over 55% in size
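Constitutively active GLP-1R drives a cAMP-responsive luciferase in stably transfected HEK293 cells; test compounds are added after overnight (12 h) attachment and left 24 hr, and signal loss in luminescence marks inhibition.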
WRN helicase inh: inhibitors of human WRN helicase | Q14191 | WRN helicase unwinding, fluorescent forked duplex, kinetic | Potency, µM (doses to about 114 µM), inactives show at the highest dose activity change, negative = inhibition, usual class: inhibitors | 0.46% of 360,000 active; further: potency means the concentration at half of the fitted maximal effect; on the % scale 0 is the no-effect control and ±100 the full control effect; nearly all actives have a fitted effect of over 55% in size
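Enzyme (20 nM final) and test compound sit together 15 min at room temperature before substrate addition. Substrate is a single-forked duplex oligonucleotide (100 nM) labelled with fluorophore and quencher, with 2 mM ATP; helicase unwinding raises red fluorescence, read kinetically.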
PLK1 PBD inh: inhibitors of human PLK1 polo-box domain binding; 2.8% of 360,000 active; Potency, µM, inactives show max response, negative = inhibition, hits mostly inhibitors; Plk1 PBD binding of FITC phosphopeptide, fluorescence polarization; P53350; further: potency means the concentration at half of the fitted maximal effect; series mostly up to about 57 µM; on the % scale 0 is the no-effect control and ±100 the full control effect; nearly all actives have a fitted effect of over 65% in size
Target sequence (P53350 whole entry, looked up, the tested form may be a part): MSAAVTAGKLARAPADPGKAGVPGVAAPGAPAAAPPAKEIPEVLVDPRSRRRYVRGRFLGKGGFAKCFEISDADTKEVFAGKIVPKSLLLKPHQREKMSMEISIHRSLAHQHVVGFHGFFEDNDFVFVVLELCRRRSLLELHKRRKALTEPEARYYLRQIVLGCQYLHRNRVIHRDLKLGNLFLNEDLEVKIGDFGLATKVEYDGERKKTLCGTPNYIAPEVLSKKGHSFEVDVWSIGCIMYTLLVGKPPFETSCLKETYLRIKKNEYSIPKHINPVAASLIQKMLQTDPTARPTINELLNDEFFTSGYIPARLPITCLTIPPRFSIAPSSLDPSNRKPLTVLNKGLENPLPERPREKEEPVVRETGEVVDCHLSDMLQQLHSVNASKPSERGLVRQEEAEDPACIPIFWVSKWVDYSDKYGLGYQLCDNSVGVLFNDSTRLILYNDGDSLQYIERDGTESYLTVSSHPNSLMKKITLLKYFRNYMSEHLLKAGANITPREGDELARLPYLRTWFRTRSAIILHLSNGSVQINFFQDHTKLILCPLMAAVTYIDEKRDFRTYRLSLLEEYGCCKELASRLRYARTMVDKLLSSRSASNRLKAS
* = called active by the depositor; ? = inconclusive; / = no result given; & = joins results of further samples; [ ] = dose if it differs, or a comment. Unless noted, the call rests on the fitted dose curve; in most records, active means well fitted curve in the direction sought with a large enough effect; inconclusive means small, poorly fitted or top-dose-only effect, or another doubt; inactive means no such curve, though single readings can be large; an effect the other way counts as inactive or inconclusive.

SMILES | DRD3 agonist | GLP1R cytotox | GLP-1R agonist | PI5P4K alpha inh | IL-2 act | D3 antag | GLP-1R inv ag | WRN helicase inh | PLK1 PBD inh
CCOC(=O)c1c(S(=O)(=O)NCC(=O)Nc2ccccc2F)c(C)n(C)c1C | -6 | -13% | 0% | -1 | -2.7 | 10 | -7% | 3% | -2%
COc1cccc(NC(=O)c2nn(C)cc2Br)c1 | 4 | 12% | 2% | 2 | -1.4 | 0 | 13% | -4% | -13%
COc1cccc(OC)c1C(=O)NCc1ccco1 | -1 | 5% | -4% | -9 | -3.7 | 40 | 12% | 8% | 2%
COc1cccc(NC(=O)C(OC(=O)c2ccc([N+](=O)[O-])o2)c2ccccc2)c1 (configuration not stated) | 7 | 2% | -5% | 2 | 0.5 | -13 | -2% | -7% | -10%
O=C(Nc1ccccc1N1CCN(C(=O)c2ccccc2)CC1)c1ccc(Cl)cc1 | 17 | ? | 0% | 2 | -2.3 | 0 | ? | -14% | 0%
COC(=O)C1=C(N)Oc2cc(N(C)C)ccc2C1c1ccccc1OC (configuration not stated) | -8 | 7% | -3% | -9 | -3.2 | 1 | 6.3µM* | -3% | -9%
COc1cccc(N2CCN(C(=O)c3cc4c(=O)n(Cc5ccccc5)ccc4nc3C)CC2)c1 | 5&-3 | 0%&-11% | 4% | -10 | -4.8 | 4 | ? | 12% | 2%
COc1ccc2c(c1)c(=O)oc1cc3occ(C(C)(C)C)c3cc12 | 2 | 16% | -1% | -12 | 0.2 | 7 | 22% | -18% | -4%
CC1=CC(C)(C)n2c(O)c(N=N)c3c(C)ccc1c32 | -18 | -4% | 25% | 25 | -4.3 | -1 | 76%[activator] | -9% | -25%
Cc1nc2ccc(NC(=O)Cc3ccsc3)cc2s1 | -11 | -3% | 1% | 3 | 0.6 | 3 | 16% | 1% | -6%
CCO/N=C(\C)c1c(O)c(CC)c(-c2ccccc2)n(-c2ccccc2)c1=O | 0 | -26% | -9% | 1 | -3.9 | -6 | ? | 3% | -1%
COC(=O)Cn1c(=O)c2c(nc3n2CC(C)CN3CCc2ccccc2)n(C)c1=O (configuration not stated) | -1 | -1% | -3% | 3 | -3.2 | 4 | 5% | 3% | 1%
CCCCNC(=O)c1ccccc1SCc1c(C)noc1C | 6 | 1% | -3% | 3 | -2.8 | 15 | 7% | 0% | -15%
COc1cccc(CNc2ncc(Br)cc2Br)c1O | -10 | -1% | 21% | 28 | -0.4 | -2 | ? | -7% | -6%
COc1ccc(NC(=O)Cn2cc(S(=O)(=O)c3ccccc3)c(=O)c3cc(C)ccc32)cc1Cl | 5 | -17% | 0% | / | / | / | -29% | / | /
COc1ccc(CNC(=O)c2ccc(N3CCOCC3)c([N+](=O)[O-])c2)cc1 | -6 | -13% | 29% | 3 | 0.6 | 2 | 65%[activator] | 8% | 6%
CC(C)(C)NC(=O)C(c1ccc(C(F)(F)F)cc1)n1c(=O)c(-c2cc3ccccc3[nH]2)nc2ccccc21 (configuration not stated) | 20 | / | / | 8 | -1.0 | 17 | 2.8µM* | -13% | -5%
CN(C)C(=O)COc1ncnc2sc(-c3ccccc3)cc12 | 4 | 18% | 8% | 2 | 1.1 | 8 | 19% | -1% | -4%
Cc1c(C(=O)N2CCC2(C)C(=O)O)oc2ccccc12 (configuration not stated) | 3 | 8% | 3% | -2 | -0.2 | 2 | 23% | 2% | -1%
CCc1ccc(-c2nnn(Cc3nc4ccccc4s3)n2)cc1 | 0 | 2% | 6% | / | -0.5 | 13 | -3% | 4% | -5%
CCN1C(=O)[C@@H]2[C@@H](c3ccc(-c4ccc(OC)cc4)cc3)N3CCC[C@@]3(C(=O)OC)[C@@H]2C1=O | 0 | 7% | 14% | 8 | -0.3 | -13 | 13% | -5% | 3%
Cn1cnnc1-c1cccc(NC(=O)c2cc(F)c(F)cc2Cl)c1 | -6 | 11% | -1% | 0 | -1.4 | -17 | 10% | -2% | -11%
CCOC(=O)Cc1csc(NC(=O)CSc2nnc(C(C)C)n2CC)n1 | -6 | -7% | 6% | 6 | -2.2 | 4 | 2% | -9% | -1%
NC(=O)c1cccc(-c2coc3c(C(=O)NCCc4ccccc4)cccc23)c1 | 3 | ? | 4% | 8 | -0.7 | 48 | ? | -9% | 1%

Complete entries from above. Order of values: DRD3 agonist	GLP1R cytotox	GLP-1R agonist	PI5P4K alpha inh	IL-2 act	D3 antag	GLP-1R inv ag	WRN helicase inh	PLK1 PBD inh
Listed for `COc1ccc(NC(=O)Cn2cc(S(=O)(=O)c3ccccc3)c(=O)c3cc(C)ccc32)cc1Cl` = 5	-17%	0%	/	/	/	-29%	/	/
Listed for `CN(C)C(=O)COc1ncnc2sc(-c3ccccc3)cc12` = 4	18%	8%	2	1.1	8	19%	-1%	-4%

Further compounds.
SMILES | DRD3 agonist | GLP1R cytotox | GLP-1R agonist | PI5P4K alpha inh | IL-2 act | D3 antag | GLP-1R inv ag | WRN helicase inh | PLK1 PBD inh
Cc1nn(CCC(=O)NCc2ccc(OC(C)C)cc2)c(=O)c2nn(-c3ccccc3)c(C)c12 | -5 | -5% | 1% | -5 | 1.7 | -10 | -14% | 0% | -16%
O=C(CC(C(=O)O)c1ccc(Cl)cc1)c1ccc(Br)cc1 (configuration not stated) | 15 | 0% | -1% | 1 | -5.3 | 14 | 18% | 1% | 2%
O=C(C[n+]1cccc(/C=N/O)c1)N1CCCc2ccccc21 | -10 | 4% | 3% | -1 | -3.6 | -17 | 5% | -28%[57.1 µM] | -4%
CCc1ccc(N2CC(C(=O)Nc3ccccc3N3CCCC3)CC2=O)cc1 (configuration not stated) | -5 | -20% | 12% | -3 | -2.8 | ? | ? | 18% | -2%
Cc1cccc(NC(=O)CSc2nc(C3CC3)nc3ccccc23)c1 | 3 | -11% | 29% | -1 | -0.6 | -21 | -22% | -5%[11.6 µM] | -1%
CCCCOc1ccc(/C=N/Nc2cc(N3CCOCC3)nc(C)n2)cc1 | 3 | 4% | 1% | -4 | -0.7 | 149 | 16% | 5% | -1%
CC(OC(=O)C1=COCCO1)C(=O)Nc1ccccc1C#N (configuration not stated) | 6 | 2% | 0% | 1 | -4.1 | 7 | 5% | -9% | 0%
Cn1c2ccccc2c2nnc(SCC(=O)Nc3ccccc3F)nc21 | 1 | -1% | 5% | 1 | -3.4 | 15 | 3% | 2% | 1%
COc1cccc(OC)c1OCCN1CCC(C(=O)NC(c2ccccc2)c2ncccc2C)CC1 (configuration not stated) | -18 | -7% | -6% | 0 | 0.4 | ? | -28% | 1% | 6%
COc1ccccc1N1CC(C(=O)NCCN2C(=O)S/C(=C\c3cccnc3)C2=O)CC1=O (configuration not stated) | 13 | 5% | -4% | -2 | 0.7 | 6 | 2% | -1% | -10%
Cc1ccc(C)c(S(=O)(=O)N/N=C/c2ccc(C(=O)O)cc2)c1 | -19 | 2% | -2% | -17 | -0.6 | -19 | -1% | -7% | -15%
Cc1cccc(C)c1NC(=S)N(Cc1ccccc1)Cc1cccs1 | 9 | ? | 10% | 2 | -5.8 | 19 | ? | 2% | ?

Brought forward from above: three entries; new compounds follow.
SMILES | DRD3 agonist | GLP1R cytotox | GLP-1R agonist | PI5P4K alpha inh | IL-2 act | D3 antag | GLP-1R inv ag | WRN helicase inh | PLK1 PBD inh
COc1ccccc1N1CC(C(=O)NCCN2C(=O)S/C(=C\c3cccnc3)C2=O)CC1=O (configuration not stated) | 13 | 5% | -4% | -2 | 0.7 | 6 | 2% | -1% | -10%
Cc1ccc(C)c(S(=O)(=O)N/N=C/c2ccc(C(=O)O)cc2)c1 | -19 | 2% | -2% | -17 | -0.6 | -19 | -1% | -7% | -15%
Cc1cccc(C)c1NC(=S)N(Cc1ccccc1)Cc1cccs1 | 9 | ? | 10% | 2 | -5.8 | 19 | ? | 2% | ?
COc1ccc(NS(=O)(=O)c2ccc(O)c(C(=O)OCC(=O)Nc3ccc4c(c3)OCCO4)c2)cc1 | 3 | -10% | -6% | -3 | -3.5 | 30 | 6% | -7% | -4%
CCCS(=O)(=O)N1CCC(Cc2ccc(OC)cc2)(C(=O)OCC)CC1 | 1 | -14% | -10% | 1 | 3.4 | 6 | -21% | 6% | -14%
O=C(CNS(=O)(=O)/C=C/c1ccccc1)OC1CCOC1=O (configuration not stated) | 3 | -3% | 18% | 1 | 0.5 | 2 | 6% | 0% | -20%
CC(=O)Oc1ccc(C#C/C=C2\c3ccccc3C(=O)N2c2ccccc2)cc1 | 13 | -3% | 1% | -2 | -0.2 | -28 | ? | -5% | 17%
Cc1ccsc1C(C(=O)NC1CCCCC1)N(C(=O)c1csnn1)C1CC1 (configuration not stated) | 3 | 4% | -3% | / | 4.9 | -24 | 5% | -1% | -2%
CCOC(=O)c1ccc2nc(C)c(CC)c(Cl)c2c1 | 7 | 0% | 19% | 2 | -1.7 | 8 | 39%[activator] | 0% | -17%
CC(C)CC(NC(N)=O)C(=O)Nc1ccc(Oc2ccccc2)cc1 (configuration not stated) | 1 | 3% | 8% | 0 | -0.4 | 6 | ? | 5% | -6%
CCCCn1c(N)c(N(CCOC)C(=O)COc2ccc(Cl)cc2)c(=O)[nH]c1=O | 4 | 3% | -1% | 2 | 1.5 | 0 | 19% | 2% | 7%
Cc1cc(C(=O)N2CCCC2C(=O)O)c(C)o1 (configuration not stated) | -9 | 3% | -8% | / | 1.2 | 5 | 1% | 2% | -10%
O=[N+]([O-])c1ccc(C(O)CNC(=S)Nc2ccccc2)cc1 (configuration not stated) | 0 | 3%[7.66 µM] | 8% | 0 | 1.3 | -2 | 22%[7.66 µM] | -13% | -7%
CC(=O)Nc1ccc2c(c1)nc(C)n2Cc1ccccc1 | -4 | 5% | 4% | 4 | -1.6 | -13 | 16% | 0% | -8%
CN1C(=O)C(CC(N)=O)N(NC(=O)c2ccc(Cl)cc2)C1=S (configuration not stated) | 25 | 2% | -10% | / | -3.6 | -11 | 87%[activator] | -16% | -7%
COc1ccc(OCC(=O)Nc2ccc(Cl)c(-c3nc4ncccc4o3)c2)cc1 | -15 | 1% | 1% | / | / | / | 14% | / | /
Cn1cccc1CC(=O)N/N=C/C=C/c1ccccc1 | -7 | -16% | 0% | 1 | 2.2 | -5 | 8% | -14% | -6%
CCOC(=O)C1(Cc2ccccc2C)CCCN(C(=O)COC)C1 (configuration not stated) | 0 | 13% | 3% | 3 | -0.2 | -13 | 1% | 5% | -14%

Screening data as filed in PubChem.
